Bioassay records as filed in PubChem.
E coli growth: counter-screen for AddAB inhibitors: E. coli growth inhibition; inhibition, % at 11.9 µM; AID 449728; 0.27% of 330,000 active; E. coli V3065 growth, OD600 absorbance, 18 h;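 active = inhibition above the campaign's mean inhibition across all tested compounds plus 3 SD, cut at about 9.9% in these data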;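 also: uninfected addAB+ strain grown without phage in ampicillin broth; 0% = DMSO wells and 100% = ciprofloxacin 0.95 µg/ml wells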
MITF TRPM1 HTS: increases MITF-driven TRPM1 promoter luciferase signal. SK-MEL-5 TRPM1-promoter luciferase, 24 h; % of positive control, neutral wells = 0. activation, % at 12.5 µM. 0.75% of 300,000 active;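 active = mean activation of at least 80% with every replicate also reaching 80%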;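 also: 0% = neutral control wells and 100% = parthenolide positive control wells; values of inactives mirror those of a sister screen read the other way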
Tat transport: blocks Tat-dependent protein export in E. coli. E. coli MC4100 TorA-mCherry Tat export, fluorescence. inhibition, % at 10 µM. 0.036% of 340,000 active. AID 488895;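 active = mean replicate inhibition at least 50% and at least half of replicates individually reaching 50%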;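 also: exported cargo escapes ClpAP degradation while cytoplasmic cargo is degraded and loses fluorescence; 0% = median of neutral control wells and 100% = median of NaSCN control wells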
Wnt act: Wnt/beta-catenin pathway activation | 1.2% of 300,000 active | Wnt/beta-catenin reporter cell assay, activator, plate reader | AID 743398 | activation, % at 9.35 µM; in the data active = activation above about 30%, passing the limit was not always enough;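 also: 0% = neutral control wells and 100% = positive control wells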
SR-BI HDL uptake: inhibitors of mouse SR-BI mediated HDL lipid uptake; Q61009; ldlA[mSR-BI] CHO cells, DiI-HDL uptake fluorescence, 3 h; inhibition, % at 12.5 µM; 0.96% of 320,000 active;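 active = mean replicate inhibition of at least 70% and a set share of replicates each scoring 70 or more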;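 also: 0% = median of neutral control wells and 100% = median of positive control wells; values of inactives mirror those of a sister screen read the other way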
Target sequence (Q61009 whole entry, looked up): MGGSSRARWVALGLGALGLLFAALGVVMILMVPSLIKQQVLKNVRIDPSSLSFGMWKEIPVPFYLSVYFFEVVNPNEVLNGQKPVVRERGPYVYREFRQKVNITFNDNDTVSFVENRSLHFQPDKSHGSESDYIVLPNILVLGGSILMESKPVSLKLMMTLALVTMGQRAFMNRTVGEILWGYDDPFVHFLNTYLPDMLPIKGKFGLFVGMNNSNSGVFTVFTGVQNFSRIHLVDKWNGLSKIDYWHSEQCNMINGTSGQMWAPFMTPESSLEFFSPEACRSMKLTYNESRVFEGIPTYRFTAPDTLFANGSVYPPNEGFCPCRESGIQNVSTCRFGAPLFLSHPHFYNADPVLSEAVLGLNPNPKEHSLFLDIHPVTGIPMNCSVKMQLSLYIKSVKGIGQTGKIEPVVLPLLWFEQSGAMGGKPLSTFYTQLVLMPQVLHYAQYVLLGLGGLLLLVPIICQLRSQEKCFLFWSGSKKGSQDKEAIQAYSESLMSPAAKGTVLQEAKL
AddAB inh: less growth of phage-infected E. coli with AddAB | inhibition, % at 11.9 µM | 0.29% of 330,000 active | E. coli expressing H. pylori AddAB, absorbance growth; in the data active = inhibition above about 12%;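 also: 0% = vehicle wells of infected cells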
phage Ecoli inh: E. coli growth loss with phage present; growth absorbance; inhibition, % at 11.9 µM; AID 651602; 0.26% of 360,000 active; in the data active = inhibition above about 11%
CAL PDZ FP-1: human CAL PDZ-peptide interaction inhibition | Q9HD26 | purified CAL PDZ, TMR-peptide fluorescence polarization, 1 h | inhibition, % at 20 µM | 0.02% of 330,000 active | AID 504414;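 active = highest replicate inhibition of at least 40%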;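 also: plate controls were DMSO neutral control wells for no effect and unlabeled competitor peptide control wells for full effect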
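Material – purified CerCALP PDZ construct · Detection – FP readout, S and P plane fluorescence · Measure – percent inhibition from loss of millipolarization · Controls – unlabelled peptide for full inhibition, DMSO wells as neutral · Probe or stimulus – TMR-labelled reporter peptide T*-PRC34 bound in PDZ groove · Times – 1 h at RT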
CAL PDZ FP-2: inhibitors of human CAL PDZ peptide binding | Q9HD26 | purified CAL PDZ, TMR-peptide fluorescence polarization, 1 h | inhibition, % at 24.9 µM | 0.92% of 300,000 active | AID 602252;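 active = mean inhibition of at least 30% with at least half of replicates also reaching 30%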;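 also: 0% = DMSO neutral control and 100% = excess unlabeled competitor peptide PRC23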
SR-BI DiI-HDL act: SR-BI HDL lipid transfer activation; CHO ldlA[mSR-BI] cells, DiI-HDL uptake fluorescence, 3 h; 100 = double the neutral-control signal; AID 504775; activation, % at 12.5 µM; 0.096% of 320,000 active;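 active = mean replicate activation of at least 60% and every replicate at or above 60%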;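 also: 0% = median plate neutral-control signal and 100% = twice that signal; values of inactives mirror those of a sister screen read the other way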
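Material – SR-BI-overexpressing, LDLR-lacking CHO cells · Medium – BSA-supplemented, HEPES-buffered Ham's F12, pH 7.4 · Doses – single concentration · Times – compound with DiI-HDL co-incubation, 3 h at 37 °C · Measured by – bottom-read fluorescence, 550/595 nm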
Starred values were filed as active, the others as inactive; / = no result given.

SMILES	E coli growth	MITF TRPM1 HTS	Tat transport	Wnt act	SR-BI HDL uptake	AddAB inh	phage Ecoli inh	CAL PDZ FP-1	CAL PDZ FP-2	SR-BI DiI-HDL act
Cc1cc(C)c(S(=O)(=O)NCCc2cc3ccc(C)c(C)c3[nH]c2=O)c(C)c1	-1.8	1	19	-2	13	1.8	1.3	1.2	-4	-13
CCOC(=O)c1ccc(NCc2ccc3c(c2)OCO3)cc1	-1.0	/	-12	27	11	2.6	0.9	0.6	-4	-11
O=C(CSc1nc(O)cc(=O)n1-c1ccccc1)Nc1nc2ccccc2s1	0.3	/	7	0	-2	4.0	1.3	-1.4	/	2
COc1ccc(NC(=O)c2ccc(C(=O)Nc3ccc(OC)cc3OC)cc2)c(OC)c1	-0.9	3	-9	0	44	2.7	2.4	0.0	-2	-44
N#CC1=C2SCCN2C(=O)C(C#N)C12CCCCC2 (centres undefined)	0.5	-1	-5	/	-11	0.1	3.5	-0.5	0	11
Cc1ccc(-c2nn(-c3ccc(F)cc3)cc2C(=O)NCC(c2cccs2)N2CCOCC2)cc1 (centres undefined)	0.0	8	-8	-1	11	-0.2	2.2	-2.6	-5	-11
Clc1ccccc1CNCc1ccncc1	0.6	2	4	0	-30	-1.5	2.7	-1.0	-1	30
Cc1ccc(NC2=C(Cl)C(=O)OC2OC(=O)c2ccccc2C)cc1 (centres undefined)	/	-11	8	-3	-5	/	2.3	-1.1	0	5
CCOc1ncccc1C(=O)OCc1ccc(Cl)cc1	0.3	-1	-3	/	-17	-0.2	2.9	-2.4	-7	17
O=c1cnnc(Nc2ccccc2F)[nH]1	-1.1	-5	-4	0	-4	-1.0	2.8	0.6	5	4

Shown field by field: part of the list above.
Structure: Cc1ccc(-c2nn(-c3ccc(F)cc3)cc2C(=O)NCC(c2cccs2)N2CCOCC2)cc1 (centres undefined)
  E coli growth: 0.0
  MITF TRPM1 HTS: 8
  Tat transport: -8
  Wnt act: -1
  SR-BI HDL uptake: 11
  AddAB inh: -0.2
  phage Ecoli inh: 2.2
  CAL PDZ FP-1: -2.6
  CAL PDZ FP-2: -5
  SR-BI DiI-HDL act: -11
Structure: Clc1ccccc1CNCc1ccncc1
  E coli growth: 0.6
  MITF TRPM1 HTS: 2
  Tat transport: 4
  Wnt act: 0
  SR-BI HDL uptake: -30
  AddAB inh: -1.5
  phage Ecoli inh: 2.7
  CAL PDZ FP-1: -1.0
  CAL PDZ FP-2: -1
  SR-BI DiI-HDL act: 30

Going on with the list.
SMILES	E coli growth	MITF TRPM1 HTS	Tat transport	Wnt act	SR-BI HDL uptake	AddAB inh	phage Ecoli inh	CAL PDZ FP-1	CAL PDZ FP-2	SR-BI DiI-HDL act
CCCCn1c(Cn2nc(C(=O)O)c3ccccc3c2=O)nc2cc(S(N)(=O)=O)ccc21	-1.1	13	-1	4	14	2.2	0.5	-3.4	-5	-14
CCOC(=O)C1(Cc2cccc(OC)c2)CCN(Cc2cccc(O)c2)CC1	-1.5	-7	-4	0	-16	-1.9	1.6	-0.8	/	16
COC(=O)c1ccc2c(c1)N(C)S(=O)(=O)c1cnc(SCC(=O)C(C)(C)C)nc1-2	-0.9	/	/	-3	/	0.2	2.8	/	/	/
O=C(OCC(=O)N1CCN(C(=O)c2ccco2)CC1)c1ccccc1O	-0.5	10	-4	-6	-14	1.8	2.2	-0.5	14	14
O=c1cc(O)c(-c2ccccc2Cl)c(Cl)[nH]1	0.6	-6	-1	-1	-33	-2.2	0.3	-1.8	-2	33
Cc1cc(C)nc(SCC(CSc2nc(C)cc(C)n2)C(=O)O)n1	-1.9	1	-9	0	-11	0.5	2.5	0.2	-3	11
Cn1c(SC/C=C/c2ccccc2)nnc1-c1cccs1	-0.8	/	5	/	-21	3.6	-0.2	-1.5	-3	21
CCOC(=O)C(=O)N/N=C/c1cccc(Br)c1	1.6	6	1	-2	-34	4.0	2.9	-0.9	/	34
CCOCCCNC(=O)C(NC(=O)Cc1c[nH]c2ccccc12)c1ccc(OC)cc1 (centres undefined)	0.6	7	-7	0	-23	2.6	1.7	0.3	3	23
CC(C)C(NC(=O)C1CCC(C(C)(C)C)CC1)C(=O)NCc1cccnc1 (centres undefined)	-0.8	/	0	1	14	4.0	1.4	-0.7	-2	-14
CCOc1ccc2nc(Nc3nc(CSc4nnnn4-c4ccccc4)cc(=O)[nH]3)nc(C)c2c1	2.4	-10	-4	-4	-8	1.3	2.0	-0.7	6	8
CC(C)(C)c1ccc(C(=O)c2c[nH]c(C(=O)O)c2)cc1	0.1	-14	-13	11	-2	0.8	2.6	/	-8	2
Cc1[nH]c2ccccc2c1SCCN	-1.3	5	-3	0	18	3.9	2.6	0.2	-1	-18
CC(=O)c1cccc(NC(=O)N2CCCC2C(=O)NCc2ccccc2)c1 (centres undefined)	-0.4	/	-4	/	-23	0.1	1.6	-1.8	2	23
CCC1=NN2C(=N)/C(=C\c3cccn3-c3c(C)cccc3C)C(=O)N=C2S1	-0.6	15	9	-5	-5	0.1	2.5	-0.4	-19	5
NC(=O)CCn1nc(-c2ccc(Cl)cc2)c2ccccc2c1=O	0.6	/	-9	0	-10	2.4	-0.2	-1.1	/	10
O=C(NCCC1=CCCCC1)C1CCN(c2nnc(-n3cccc3)s2)CC1	0.3	/	-4	-2	17	-0.5	2.7	-1.5	/	-17
CCn1nc(NC(=O)c2ccco2)c2cc3cc(C)ccc3nc21	-0.2	9	2	6	20	0.5	0.9	-1.5	0	-20
O=C(NCC1(c2ccccc2)CCCC1)c1ccc(Br)o1	1.0	-4	23	-1	8	5.3	-1.3	-1.6	-4	-8
O=C(O)C1C2CCC(O2)C1C(=O)NCc1ccc(Cl)cc1 (centres undefined)	2.1	4	-12	-9	-20	0.5	2.2	-0.6	-1	20
O=C(CC1Nc2ccccc2NC1=O)NC1CCCCC1 (centres undefined)	1.0	/	-8	/	21	0.7	0.4	-0.5	0	-21
CN(C)/C=C1/Sc2ccccc2C1=O	-2.6	-9	1	12	10	2.0	2.4	0.0	-3	-10
Cc1cc(C)c(NC(=O)CS(=O)CC(=O)N2CCN(c3ccc(F)cc3)CC2)c(C)c1 (centres undefined)	-0.2	1	-3	/	9	0.6	4.1	-0.7	/	-9
O=C(Nc1ccccc1F)c1ccc2nc(N3C(=O)CCC3=O)sc2c1	4.8	/	-7	15	26	1.5	2.4	-2.0	-8	-26
COc1ccc(/C=N/Nc2ccc(C(=O)O)cc2)cc1OC	0.6	28	4	33*	/	0.7	2.6	-2.9	-4	/
CCCN(CCC)S(=O)(=O)c1ccc(C(=O)NNC(=O)c2cc(OC)c(OC)c(OC)c2)cc1	-0.8	-5	-11	0	19	0.6	0.7	-0.4	-4	-19
CC(=O)OCC1(C)CN(c2ccccc2)NC1=O (centres undefined)	3.4	-6	4	0	-7	2.5	4.6	-1.2	-1	7
COc1ccc(N(C)S(=O)(=O)c2cccc(C(=O)N3CCN(c4cccc(C)c4C)CC3)c2)cc1	/	-2	1	-1	10	/	2.2	0.7	-3	-10
CCOC(=O)C1=C(C)Nc2ccccc2N=C1NC(=O)c1cc(C)on1	1.2	10	9	-1	6	0.2	3.6	0.3	-3	-6
COc1ccc(N(C(=O)Nc2ccc(Cl)cc2)C2=NCCC2)cc1	0.9	1	7	3	38	0.9	2.8	-1.7	-7	-38
Cc1ccccc1N(CC(=O)NCC1CCCO1)C(=O)CNS(=O)(=O)c1ccc(F)cc1 (centres undefined)	2.8	/	3	23	/	4.2	-0.6	-2.2	-4	/
O=c1c(O)c(-c2ccc(O)c(O)c2)oc2cc(O)cc(O)c12	9.6	22	6	3	15	13*	5.7	1.0	-3	-15
CCOC(=O)[C@@H]1[C@H]2COc3cc(OC)ccc3[C@@H]2N2C(=O)N(c3ccc(Cl)cc3)C(=O)[C@]12C	0.2	2	3	-4	6	-1.6	2.3	-1.1	8	-6
O=C(CN1CCSC1=O)N1CCN(S(=O)(=O)c2ccccc2)CC1	-3.3	2	-4	-2	-25	0.9	1.2	0.0	3	25
OCc1nnc2c3ccccc3c(-c3ccccc3)nn12	0.4	5	-1	/	-33	5.2	-0.2	-2.4	-5	33
Cc1ccc(C(=O)Nc2cc(C(F)(F)F)ccc2N2CCCCC2)cc1[N+](=O)[O-]	-1.1	0	-6	/	21	3.0	1.6	/	0	-21
COc1cc([N+](=O)[O-])ccc1NC(=O)C[n+]1ccccc1	0.5	-1	-1	-4	-27	1.3	1.2	0.8	-1	27
Cc1cc(C(=O)NC(CC(C)C)C(=O)O)cc(C)c1[N+](=O)[O-] (centres undefined)	-0.6	3	-7	0	-11	2.6	2.1	-0.4	/	15
CCCCOc1ccc(S(=O)(=O)NCc2csc(C)n2)cc1	-0.6	15	-8	/	-22	0.4	1.8	-1.6	-1	22
O=C(NN1C(=O)C2C(c3ccccc3)C=CC(c3ccccc3)C2C1=O)c1cccc(Br)c1 (centres undefined)	2.6	-8	1	0	3	4.3	3.6	-1.8	-2	-3
COc1ccc(N2CCN(C(=O)c3ccc(S(=O)(=O)NCc4ccco4)cc3)CC2)cc1	-1.4	11	-6	-1	11	0.5	2.5	0.3	-1	-11
CC(=O)Nc1ccc(N2CCCC(C)C2)c([N+](=O)[O-])c1 (centres undefined)	-1.4	9	6	-6	6	2.6	0.9	1.3	-1	-6
O=C(CCCn1c(=S)[nH]c2ccccc2c1=O)NC1CCCC1	-0.2	-9	5	/	-17	-1.6	2.8	-2.6	/	17
COc1cccc(-n2nnnc2SCC(=O)NCCc2ccc(OC)c(OC)c2)c1	-1.1	11	-10	-1	13	2.0	5.2	-0.7	-1	-13
COc1cc(-n2c(-c3ccccc3)n[nH]c2=S)c(OC)cc1Cl	-2.0	-14	2	1	-21	-0.8	1.5	-1.9	0	21
S=C(Nc1ccccc1)N1CCn2c(nc3ccccc32)C1	-1.4	2	-9	3	-6	1.3	6.2	-2.1	0	6
COc1ccc(C2=CC(=O)CC(C)(C)C2)cc1	-2.0	21	1	3	-22	0.4	2.7	0.0	-2	22
CCN(C(=O)CSc1ncccc1C(=O)Oc1cccc([N+](=O)[O-])c1)c1cccc(C)c1	-3.6	-1	5	-1	-18	0.3	3.0	-1.0	-1	18
C/C(=N\NC(=O)C1CCCC1)c1ccc(Cl)cc1Cl	/	2	6	-2	-6	/	-0.9	0.4	/	6
Cc1ccc(S(=O)(=O)Nc2ccc(S(=O)(=O)Nc3nccs3)cc2)cc1C	0.5	-6	4	-10	-9	-0.2	2.2	-0.2	-5	9

(cont.)
SMILES	E coli growth	MITF TRPM1 HTS	Tat transport	Wnt act	SR-BI HDL uptake	AddAB inh	phage Ecoli inh	CAL PDZ FP-1	CAL PDZ FP-2	SR-BI DiI-HDL act
NC(=O)c1nc(C2CCCCC2)nc2c1[nH]c(=O)n2-c1ccc(F)cc1	-1.3	-10	-2	-3	5	-2.9	2.9	-1.1	/	-5
COCC1CCCN(Cc2cn[nH]c2-c2cc3ccccc3o2)C1 (centres undefined)	-8.5	-2	-4	-1	-22	0.7	3.5	-2.6	-5	22
CC(C)(C)NC(=O)CSc1nnc(C2CC2)n1Cc1ccccc1	-1.5	6	-10	-1	-6	0.3	2.1	-0.7	0	6
CCOC(=O)/C(C#N)=C/c1cc2ccc(C)cc2nc1Cl	-0.8	-1	2	-2	15	2.4	4.1	-2.7	-2	-15
